From PubChem
ssDAF-12 act: activates DAF-12 receptor from parasite S. stercoralis | HEK293 ssDAF-12/GRIP1 lit1-tk-luc reporter, luminescence; % of 3 µM dafachronic acid response | activation, % at 6.8 µM | 370,000 compounds, 1% hits | AID 652126;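 active = activation above the mean over all tested compounds plus 3 SD, cut at about 0.9% in these data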;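 also: 0% = DMSO-only wells and 100% = 3 µM delta7-dafachronic acid wells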
hgDAF-12 ag: activates the H. glycines DAF-12 receptor ligand-binding domain; HEK293 GAL4-hgDAF12 UAS-luciferase reporter, agonist luminescence; normalized to butyrate control; activation, % at 6.8 µM; 370,000 compounds, 1.8% hits;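 active = activation above a cutoff set at the mean of all screened compounds plus 3 SD, cut at about 10% in these data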;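 also: 0% = DMSO wells and 100% = sodium butyrate wells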
DAX1 inh-1: blocks DAX1 repression of SF-1 activated StAR promoter | 370,000 compounds, 1.1% hits | HEK293T StAR-luciferase reporter, SF-1/DAX-1 repression relief | AID 652010 | inhibition, % at 6.8 µM;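 active = inhibition above the mean over all tested compounds plus 3 SD, cut at about 3.6% in these data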;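 also: 0% = DAX-1 cells with DMSO and 100% = cells lacking DAX-1 with DMSO; higher inhibition means more luminescence from relief of DAX-1 repression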
DAX1 inh-2: inhibits human nuclear receptor DAX1 | HEK293 Gal4-DAX1 luciferase reporter, luminescence | inhibition, % at 6.75 µM | 340,000 compounds, 0.99% hits | AID 504766;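 active = inhibition above the mean over all tested compounds plus 3 SD, cut at about 4.2% in these data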;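 also: 0% = DAX1-transfected cells with DMSO and 100% = empty-vector control cells with DMSO; inhibition shows as a rise in luminescence from relieved DAX1 repression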
Target sequence (P51843 207-470 limits assumed): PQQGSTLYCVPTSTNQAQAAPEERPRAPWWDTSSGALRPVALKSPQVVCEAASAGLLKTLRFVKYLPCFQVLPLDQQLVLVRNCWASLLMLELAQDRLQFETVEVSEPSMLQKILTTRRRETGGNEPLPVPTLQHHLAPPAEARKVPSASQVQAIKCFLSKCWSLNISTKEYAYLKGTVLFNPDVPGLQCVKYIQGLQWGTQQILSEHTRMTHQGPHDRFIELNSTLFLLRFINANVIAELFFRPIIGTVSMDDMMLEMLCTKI
GAA850 FXN act: activators of GAA850 frataxin (FXN) promoter | activation, % at 6 µM | HEK293 lucGAA850 FXN promoter luciferase reporter, 24 h; percent of 10 µM SAHA response | 360,000 compounds, 0.56% hits | AID 540364;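 active = activation above the average of all compounds screened plus 3 SD, cutoff fixed separately per campaign, cut at about 7.5% in these data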;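 also: 0% = DMSO wells and 100% = 10 µM SAHA wells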
ADAM10 inh: inhibits human ADAM10. recombinant ADAM10, EDANS/DABCYL FRET peptide cleavage, 3 h. 370,000 compounds, 0.62% hits. O14672. inhibition, % at 7 µM;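 active = inhibition above a per-campaign cutoff equal to the mean of compounds falling between control-based bounds plus 3 SD, cut at about 20% in these data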;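 also: 0% = DMSO wells while the 100% control is not disclosed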
Target sequence (O14672 214-748 limits assumed): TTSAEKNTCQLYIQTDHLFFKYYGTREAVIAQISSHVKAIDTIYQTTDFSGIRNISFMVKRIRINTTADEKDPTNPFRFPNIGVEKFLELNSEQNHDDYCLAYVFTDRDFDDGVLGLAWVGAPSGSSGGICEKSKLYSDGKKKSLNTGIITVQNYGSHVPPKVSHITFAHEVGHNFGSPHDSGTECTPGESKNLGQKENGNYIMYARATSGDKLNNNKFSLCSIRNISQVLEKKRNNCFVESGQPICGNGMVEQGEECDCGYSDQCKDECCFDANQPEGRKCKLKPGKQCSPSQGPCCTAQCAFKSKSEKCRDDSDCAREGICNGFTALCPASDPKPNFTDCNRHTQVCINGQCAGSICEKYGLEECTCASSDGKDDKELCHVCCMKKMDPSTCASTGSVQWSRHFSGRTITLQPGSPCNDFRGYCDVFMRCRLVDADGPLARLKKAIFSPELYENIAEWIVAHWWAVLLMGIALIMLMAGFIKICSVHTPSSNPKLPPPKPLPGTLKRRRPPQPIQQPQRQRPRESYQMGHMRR
hcDAF12 agonist: activates DAF-12 receptor from parasite H. contortus; HEK293 hcDAF-12 lit1-tk-luc reporter, luminescence; 0% DMSO, 100% Δ7-dafachronic acid; AID 652067; 370,000 compounds, 1.4% hits; activation, % at 6.8 µM;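 active = activation above the mean of all tested compounds plus 3 SD, cut at about 5.5% in these data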;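 also: 100% = response to 3 µM Δ7-dafachronic acid high control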
SMARCA2 act: increases SMARCA2 function in MMTV reporter cells. MG213 cells, MMTV-luciferase reporter, dexamethasone, overnight. activation, % at 9.1 µM. 370,000 compounds, 1% hits. AID 652017; in the data active = activation above about 7.8%;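 also: 0% = vehicle wells and 100% = reference activator wells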
GC-A act: GC-A (human) enzyme activation. HEK293 GC-A cells, cGMP TR-FRET, EC30 ANP; 0% at EC30 ANP, 100% saturating ANP. 370,000 compounds, 0.14% hits. activation, % at 10 µM. AID 1671463. P16066; in the data active = activation above about 40%
ADAM17 inh: inhibitors of human ADAM17; recombinant ADAM17, EDANS/DABCYL FRET peptide cleavage; inhibition, % at 6.95 µM; P78536; 370,000 compounds, 0.83% hits;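 active = inhibition above the mean of compounds lying between control limits plus 3 SD, set per campaign, cut at about 8.5% in these data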;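 also: 0% = DMSO-only wells as the low control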
PG9 binder: PG9 antibody binding by small molecule; TR-FRET gp120-PG9 antibody binding; inhibition, % at 6.7 µM; 360,000 compounds, 0.43% hits; AID 624416; in the data active = inhibition above about 8.5%
* marks the source's active call; other numbers are inactive results; · = no result given.

Structure	ssDAF-12 act	hgDAF-12 ag	DAX1 inh-1	DAX1 inh-2	GAA850 FXN act	ADAM10 inh	hcDAF12 agonist	SMARCA2 act	GC-A act	ADAM17 inh	PG9 binder
O=c1c2cc(Cl)ccc2nc(-c2ccccc2Cl)n1O	-0.3	-4.6	-0.4	0.6	-0.5	-18	-0.2	3	2	-4	-2.0
COc1cc2oc(=O)cc(-c3ccc(-c4ccc(N(C)C)cc4)cc3)c2c(OC)c1OC	-1.2	-4.3	-3.7	-1.1	-3.9	-26	-1.0	-6	7	-7	1.4
O=c1oc2ccccc2c(NCc2ccc(Cl)cc2)c1[N+](=O)[O-]	-1.6	-1.8	0.2	-1.2	0.3	-4	0.1	-4	-6	-2	-1.2
O=C(NC1c2ccccc2-c2ccccc21)N1CCOCC1	-1.7	-5.7	-1.5	-1.5	-5.2	1	-0.6	-4	-4	-4	0.0
CCOc1ccc(C(=O)Nc2ccccc2N2CCN(C(=O)c3ccccc3)CC2)cc1[N+](=O)[O-]	-1.2	-1.3	-0.5	-0.6	-7.7	3	0.5	-1	1	1	0.2
Cc1c(N)cc(S(=O)(=O)O)cc1NC(=O)c1cccc([N+](=O)[O-])c1	-1.0	-2.5	0.4	-0.4	-0.5	-18	-0.5	-1	4	-11	1.8
Cc1ccc(CNC(=O)COc2cccc3c2OC(C)(C)C3)cc1	-0.5	-1.3	0.7	1.0	0.7	10	0.1	3	-4	1	-0.9
O=C(CCCCC(=O)N1CCOCCOCCOCC1)OCc1ccccc1	-1.2	1.8	-0.4	-0.7	-0.3	-1	0.7	-1	1	-1	1.2
CC(C)COc1ccc(C/C(N)=N/n2cnnc2)cc1	-2.6	-5.1	-2.2	-3.2	2.3	4	-3.8	-3	0	2	-1.3
O=C(OCC(=O)N(CCc1ccccc1)Cc1ccccc1)c1cccc(O)c1	-1.4	1.3	1.8	-0.2	-0.6	2	-2.0	-1	1	3	-1.1
CCOC(=O)CNC(=O)C1CCN(S(=O)(=O)c2ccc(-c3nn[nH]n3)cc2)CC1	-1.2	1.8	-0.2	0.1	-0.6	7	2.5	-2	-1	0	-0.8
CC(=O)Nc1c(C)nn(C(C)=O)c1C	-0.6	0.7	-0.3	-0.5	4.6	-7	1.8	0	-5	-3	-1.2
CC1CCCN(c2ccc([N+](=O)[O-])s2)C1 (centres undefined)	-1.1	-0.1	-0.6	-0.3	0.6	7	0.1	0	-2	1	-4.5
CC1(C)NC(C(=O)O)Cc2c1[nH]c1ccccc21 (centres undefined)	-0.8	0.2	0.4	0.9	1.4	-3	1.1	0	4	-3	1.0
COc1cc(C(=O)Nc2ccccc2N2CCN(S(C)(=O)=O)CC2)cc(OC)c1OC	-1.4	2.8	-1.0	0.0	1.3	1	0.8	0	-2	0	-1.8
Fc1ccc(C2c3[nH]c4ccccc4c3CCN2CCCn2cccn2)cc1 (centres undefined)	-0.9	4.3	-0.1	1.8	0.2	-35	3.5	1	-3	-17	0.6
CCCCN(C(=O)c1cnc2n(c1=O)CCS2)c1ccccc1	-1.5	-1.2	1.1	2.1	0.4	-12	-0.7	-2	1	-4	0.4
Cc1cccc(-c2c3c(=O)n(C)c(=O)n(C)c3cn2C(C)(C)C)c1	-1.2	1.3	0.4	0.6	1.5	-2	-1.3	-3	1	1	-1.5
COc1ccc(C(=O)NCc2nnc(SCC(=O)N3CCCCC3)o2)cc1	-1.3	-1.1	-0.1	-0.2	3.0	2	-1.4	-1	4	-1	-2.0
CNC(=O)CCc1[nH]c2ccccc2c1Sc1ccccc1	-1.0	-4.2	0.0	-1.6	1.4	20*	-1.3	-4	18	9.1*	-1.0
Cc1ccc(NC(=S)N2CCC(C(=O)c3ccc(F)cc3)CC2)cc1C	-0.6	0.5	0.1	-0.6	1.6	2	-0.4	-1	2	3	1.1
O=c1cc(O)nc2n1CCCS2	-1.3	1.0	1.5	1.1	1.8	-1	-2.1	2	1	-2	-1.2
NNC(=S)NCc1cccnc1	-1.1	0.8	0.3	0.1	1.3	0	1.3	0	1	1	-1.4
CC(C)NC(=O)c1ccc2sc([C@H]3C[C@H](O)[C@@H](CO)O3)nc2c1	-0.5	4.5	1.3	·	2.4	-5	0.5	-3	2	-5	0.4
NC(=O)c1cccc2c1C(=O)N(C1CCCCC1)C2	-0.8	-3.3	2.2	0.4	5.0	-6	1.1	-2	0	0	-1.3
CCc1nnc(NC(=O)Nc2ccc(OC)cc2)s1	-1.1	4.3	1.1	0.0	1.8	-2	0.3	2	-1	-3	-2.2
Cc1csc(NC(=O)c2ccncc2)n1	0.4	1.2	0.7	-0.5	2.9	-2	5.1	1	7	0	-0.2
O=C(NC1CCCC1)C(c1ccc(N2CCOCC2)cc1)N(C(=O)c1ccco1)c1ccccc1F (centres undefined)	-0.7	2.3	-0.4	-0.3	1.1	5	0.1	-1	-2	1	-1.0
O=C(NNC(=O)C1CCCC1)c1ccc(F)cc1	-0.9	1.1	0.2	-0.8	-0.4	-10	-0.1	-3	2	0	0.3
COCC(=O)OC1CCn2c1nc1c2C(=O)C(C)=C(NC(C)=O)C1=O (centres undefined)	-2.8	-17	-6.3	-6.0	-16	-3	-5.5	-12	-5	-2	-6.1
COc1cc(CN(C2CC2)S(=O)(=O)c2ccccc2Br)cc(OC)c1	-1.7	-1.1	-0.9	-1.9	-0.9	10	-0.2	-3	0	5	-0.9
Cc1onc(-c2c(F)cccc2Cl)c1C(=O)OCN1C(=O)c2ccccc2C1=O	-0.8	-1.2	1.1	-0.8	-2.1	-18	-0.4	-1	-2	4	0.2
COCCCNC(=O)Cn1cc(C(=O)c2cccs2)c2ccccc21	-0.8	1.3	-0.2	0.3	-3.4	9	0.0	0	-4	4	-0.8
Cc1c(C(=O)Nc2cccc([N+](=O)[O-])c2)csc1-c1ccccc1	0.0	3.7	2.8	1.0	-3.5	-1	3.4	3	-5	1	-0.5
COc1ccc(CNc2c(C(=O)O)cnc3c2cnn3C)cc1	-1.2	-0.2	-0.8	-1.3	1.1	-2	1.4	1	0	-1	-3.5
CCc1ccc(N=C2NC(=O)/C(=C/c3cc(Br)c(OCC(=O)O)c(OC)c3)S2)cc1	-0.9	1.1	0.0	0.8	0.2	5	1.2	4	2	1	-2.2
COc1ccc(C(=O)Nc2ccnn2C2CCN(Cc3ccccn3)CC2)cc1	-1.1	0.8	-0.6	0.0	0.9	-8	-2.8	-2	0	-8	-0.5
COc1ccc(N(Cc2ccccc2)S(=O)(=O)c2cccc(C(=O)Nc3ncccc3C)c2)cc1	-1.4	-0.1	-2.0	0.2	-0.7	14	-1.8	2	-4	5	-3.1
CC1CCN(C(=O)CSc2nc3c(c(=O)n2C)SCC3)CC1	-1.4	1.7	0.6	-0.4	0.1	6	-1.3	0	0	1	0.6
COc1c(C)cc(Br)cc1C(=O)NC(=S)NCc1ccco1	-0.3	3.4	-0.5	0.5	-0.3	-1	0.8	-1	-1	-3	-1.9
Cc1nn(-c2ccccc2)c2ncc(C(=O)c3cc(Cl)ccc3O)cc12	-1.0	-0.5	-0.1	0.9	0.2	-1	0.2	-5	1	-3	-0.4
CCOC(CNC(=O)c1cc(C)nn1-c1ccccc1)OCC	-0.8	-1.1	0.2	-0.2	0.1	-3	-0.6	1	1	-5	-1.8
O=C(Nc1cccc(-c2nnc(-c3ccccc3)o2)c1)C1CCCCC1	0.2	0.1	-0.1	-0.1	2.1	-2	-0.1	-2	-2	-5	1.4
Cc1ccc(S(=O)(=O)Nc2ccc(C(=O)N3CCOCC3)cc2)cc1	-1.0	1.1	-0.2	-0.2	0.5	4	-0.8	-2	1	-5	1.6
COc1ccc(F)cc1S(=O)(=O)NC(Cc1ccccc1)C(N)=O (centres undefined)	-1.1	3.3	0.4	-0.7	-0.9	1	-0.7	-1	-2	-3	-0.5
CN(C)S(=O)(=O)c1ccc(NC(=O)c2ccncc2)cc1	-1.4	0.1	-0.4	-0.2	2.7	-2	0.4	-1	2	-3	0.9
O=C(CSc1ncn[nH]1)N1N=C2/C(=C/c3ccccc3)CCCC2C1c1ccccc1 (centres undefined)	-0.2	1.3	-0.1	-1.9	-2.6	-1	1.3	-1	5	4	-4.1
c1cc(-c2cc3c(o2)CCCC3OCCN2CCOCC2)cs1 (centres undefined)	-1.1	-1.3	-2.0	·	·	-51	-2.4	-2	2	-11	-1.2
Cc1sc(NC(=O)c2cc(-c3ccccc3)nc3ccccc23)c(C(N)=O)c1C	-1.7	-1.7	-0.4	-3.5	0.9	-11	-1.1	0	6	-2	-2.6
Cc1ccc(S(=O)(=O)N(CCC(=O)O)c2ccccc2)cc1	-1.7	0.7	-0.6	2.0	1.0	-2	-0.8	0	-2	-1	-0.3
CC(C)(C)OC(=O)C[C@@H]1C/C=C\C[C@@H](CC(=O)NCCO)C(=O)NC[C@H](c2ccccc2)OC1=O	-0.5	-2.0	-0.4	-0.1	-0.3	0	-1.4	0	1	-4	2.0
COc1ccccc1NC(=O)c1csc2c1CCC(C)C2 (centres undefined)	-1.6	3.3	-0.3	2.1	1.0	4	-0.2	2	-9	-1	-0.8
COc1ccccc1C#CC1=CC(=O)CC(C)(C)C1	-0.9	-1.9	-0.8	0.2	-2.8	-35	-0.6	5	2	-9	-1.9
COC1=C(C)C(=O)C2=C(C1=O)C1C3CC4=C(C(=O)C(OC)=C(C)C4=O)C(CNC(=O)C(C)=O)N3C(C#N)C(C2)N1C (centres undefined)	-2.9	-10	-9.7	-6.5	-15	-12	-4.5	-10	-2	-5	-10
O=C(NNC1=C(C(=O)C(F)(F)F)CCC1)c1cccc(O)c1	-0.3	13*	4.3*	2.5	1.2	-5	1.7	7	-1	-2	-1.4
COc1ccc(/C=C(\C#N)C(=O)c2c(C)[nH]c3ccccc23)cc1OC	-0.5	-3.3	-0.3	0.0	0.8	-1	-1.4	-2	19	-2	-0.1
CCOC(=O)c1c(C)n(C)c2cc(Br)c(C(=O)OC)cc12	-0.4	0.0	0.7	1.7	1.4	13	-0.7	3	2	1	-2.6
O=c1[nH]c(CN2CCc3ccccc3C2)nc2ccccc12	-0.6	6.8	1.2	0.8	3.1	-8	2.4	-1	-1	-7	-0.8
CC(Oc1ccc(Cl)cc1Cl)C(=O)NCCCN(C)C (centres undefined)	-1.7	-0.1	-0.6	0.9	-1.1	-2	-1.3	0	-1	-4	1.4
CCOc1ccc(NC(=O)COC(=O)C2C3CC4OC(=O)C2C4C3)cc1 (centres undefined)	-1.1	1.5	-0.5	-0.2	-1.2	1	-1.6	2	1	0	2.1

Outcome played no part in choosing rows. About 6.8% of those tested had a hit in this group.
